Screening results as filed in PubChem BioAssay.
TAG inh – inhibitors of triacylglycerol accumulation, primary screen, cell-based, uHTS, fluorescence, H9c2; H9c2 cells, Nile Red lipid (TAG) fluorescence; cells loaded with 200 µM oleic acid; inhibition, % at 12.5 µM; hit rate 0.66% among 230,000;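 active = pattern-corrected inhibition of lipid staining of at least 50% with the nuclear-stain viability signal not falling by more than 50%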;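 note: 0% = DMSO wells and 100% = triacsin C control wells; some results filed as inactive read as strong as hits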
TAG inh DAPI viability – also measured in TAG inh; calls as there; DAPI nuclei signal change (viability), lower = more cytotoxic, %;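 whole-well DAPI fluorescence read on a plate reader as a viability signal; minus 50 percent equals half of cells still viable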
* = called active by the depositor; & = joins results of further samples. Some of the compounds tested, so the mix of outcomes need not match the whole.

Order of results – TAG inh	TAG inh DAPI viability
COc1ccccc1CNc1nc(-c2ccccc2CO)c2sccc2n1
    -15.5	22.0
Cc1ccc(NC(=O)C2CCCN2C(=O)Oc2ccccc2)c(C)c1 (configuration not stated)
    -1.3	3.8
C=CC[C@H](CC(=O)NCCO)C(=O)N[C@H](COC(=O)[C@@H](CC=C)CC(=O)OC(C)(C)C)Cc1ccccc1
    8.3	-1.9
Cc1ccc(CC(NC(=O)c2ccccc2)C(=O)NC(CC(C)C)C(=O)O)cc1 (configuration not stated)
    -10.2	8.2
O=[N+]([O-])c1cccc(-c2ccc(CN3CCN(c4ccccc4)CC3)o2)c1
    -3.6	-2.0
Cc1c(C(=O)OCC(=O)N2C(C)CCCC2C)oc2ccccc12 (configuration not stated)
    0.7	0.0
O=C(COC(=O)c1ccc(O)cc1O)Nc1cc(-c2ccccc2)nn1-c1ccccc1
    12.3	8.1
CCCS(=O)(=O)n1nc(-c2ccc(OC)cc2OC)cc1N
    -2.9	-0.3
CSc1ccccc1C(=O)C1CCCN(C(=O)CCc2cccnc2)C1 (configuration not stated)
    2.8	12.5
CCOC(=O)c1ccc(NC(=O)CSc2n[nH]c(-c3ccncc3)n2)cc1
    2.2	-1.5
O=C(CCCc1nc2ccccc2s1)N1CCN(S(=O)(=O)c2cccs2)CC1
    -18.0	-9.8
CCOC(=O)C1Oc2ccccc2C(c2ccc(C)cc2)=C1C(=O)OC (configuration not stated)
    -9.0	-3.0
COC(=O)c1ccc(CNC(=O)c2ccc(OCC(=O)N3CCOCC3)c(OC)c2)cc1
    -1.2	2.0
CC(=O)c1cccc(OC(=O)c2ccccc2)c1
    -4.5	4.5
N#Cc1c(-c2ccccc2)cc(-c2ccc3c(c2)OCO3)[nH]c1=O
    -0.9	7.9
Cc1ccc2c(c1)C1C3CCC(C3)C1S(=O)N2 (configuration not stated)
    -0.4	11.6
COc1ccc(NC2CCN(C3CC(=O)N(c4ccc(F)c(Cl)c4)C3=O)CC2)cc1 (configuration not stated)
    9.9	-6.5
C[C@@](Cc1ccc(O)c(O)c1)(NN)C(=O)O
    3.9	-0.8
CC1CCC(NC(=O)CSc2nncs2)CC1 (configuration not stated)
    -3.5	-0.8
Cc1cccc(C)c1OCC(=O)N/N=C/C=C/c1ccco1
    -1.0	5.0

Random excerpt: three entries already listed
Order of results – TAG inh	TAG inh DAPI viability
Cc1cccc(C)c1OCC(=O)N/N=C/C=C/c1ccco1
    -1.0	5.0
CC1CCC(NC(=O)CSc2nncs2)CC1 (configuration not stated)
    -3.5	-0.8
O=C(CCCc1nc2ccccc2s1)N1CCN(S(=O)(=O)c2cccs2)CC1
    -18.0	-9.8

Continued.
Order of results – TAG inh	TAG inh DAPI viability
O/N=C\c1ccccc1Oc1ccc(F)cc1
    -5.2	7.6
Cc1c(C(=O)Oc2cc(N)n(S(C)(=O)=O)n2)cccc1[N+](=O)[O-]
    -1.9	1.1
CCOC(=O)C1C(=O)CC(C)(O)C(C(=O)OCC)C1c1ccc(C)s1 (configuration not stated)
    -17.0	6.9
CS(=O)(=O)N(CCc1ccccc1)CC(=O)N1CCN(c2ccccc2)CC1
    -3.4	-3.7
Cc1ccc(O)c(-c2cc(C(=O)NCc3ccncc3)[nH]n2)c1
    8.2	-9.0
CCn1c(C)nc2cc(-c3nc4n(n3)Cc3ccccc3-4)ccc21
    2.3	-6.8
COc1ccc(C(=O)Nc2ccccn2)cc1
    -23.3	9.1
O=C(O)Cc1c(C(=O)O)[nH]c2ccc(C(=O)O)cc12
    10.6	-7.6
O=C(CCNC(=O)c1ccccc1)Nc1ccc(Cl)c(S(=O)(=O)N2CCCCC2)c1
    -6.4	-2.7
O=C(NC1=NCCS1)c1ccc(Cl)c(S(=O)(=O)N2CCc3ccccc32)c1
    -6.8	-5.3
C/C(N)=C(/C#N)C(=O)CSc1nnc(Nc2c(C)cccc2C)s1
    2.0&24.9	9.9&24.9
CCCNC(=O)NC(=O)COc1c(F)c(F)cc(F)c1F
    -12.0	-6.3
CC(=O)c1ccc2c3c(ccc([N+](=O)[O-])c13)CC2
    -10.4	7.4
Cc1ccc(N(CC(=O)NN=C2CCN(C)CC2)S(=O)(=O)c2ccccc2)c(C)c1
    -11.9	16.6
COc1cc(C(=O)N2CCCCC2c2cc(C(=O)NCc3cccnc3)no2)cc(OC)c1C (configuration not stated)
    -3.1	24.3
CCCCCCN1C[C@H](n2cc(C3CC3)nn2)[C@@H](O)C[C@@H]1c1ccccc1
    -17.3	4.1
O=C(CCC(=O)OCC(F)(F)C(F)F)NCc1ccccc1
    0.5	4.3
CN(C)c1ccc(/C=C/C(=O)c2ccccc2O)cc1
    -1.2	-2.2
CC[C@@H]1C/C=C\Cc2ccccc2[C@H](C(=O)C[C@@H](O)CC(C)=O)OC1=O
    -43.3	1.7
CCOc1cc(N2CCOCC2)c(OCC)cc1NC(=O)COC(=O)c1ccc([N+](=O)[O-])o1
    -1.0	3.6
O=C(CSc1nnc(-c2ccccn2)n1-c1ccccc1)Nc1ccc2c(c1)OCO2
    6.7	1.2
CCOC(=O)C(C#N)C(Cc1ccccc1)c1ccco1 (configuration not stated)
    2.6	-10.9
Cc1cccc(NC(=O)C2CC3CCC2C3)c1C (configuration not stated)
    6.0	-6.6
CCN1C(c2ccccc2)=C(c2ccccc2)S/C1=C/C=C1\SC(=S)N(C)C1=O
    41.4	-4.2
Cc1sc(NC(=O)CSc2n[nH]c(N)n2)c(C#N)c1C
    0.4	-2.3
O=C(CCN1C(=O)C2C3C=CC(C3)C2C1=O)N1CCN(c2ccccc2F)CC1 (configuration not stated)
    17.0	-9.5
N#CCc1ccc(NC(=O)CSc2nnc(C3CC3)n2C2CC2)cc1
    -4.8	-3.7
Cc1nc(-c2ccccc2)sc1C1(C)CC(c2c(Cl)cccc2Cl)=NO1 (configuration not stated)
    -9.9	-0.1
[O-]/C(=C(\C(=S)Nc1cccc2ccccc12)[n+]1ccccc1)c1cccs1
    7.9	7.0
CNC(=S)N/N=C(\C)c1ccc(-n2ccnc2)cc1
    -4.4	10.3
O=C(Cn1c(=O)oc2cc(S(=O)(=O)N3CCCC3)ccc21)NCc1ccc(F)cc1
    -4.1	3.7
O=C(Nc1ccc(S(=O)(=O)N2CCCC2)cc1)c1cnccn1
    11.8	2.7
CCN(C(=O)COC(=O)/C=C/c1ccccc1Cl)c1c(N)n(Cc2ccccc2)c(=O)[nH]c1=O
    -3.1	2.7
COc1ccc(C2C=C(Nc3ccccc3)C(=O)N2c2ccccc2)cc1OC (configuration not stated)
    -0.8	3.2
COCCCNC(=O)c1ccc(OC)c(OC2CCN(C(C)C)CC2)c1
    -4.4	14.0
O=C(COc1ccc(S(=O)(=O)N2CCOCC2)cc1)N1CCCCCC1
    -5.9	3.7
COc1ccc(CC(=O)NCc2csc(-c3cccs3)n2)cc1OC
    2.2	-4.9
COc1ccc(/C=C/c2nnc(NC(=O)C(C)(C)C)s2)cc1
    -6.9	15.0
Cc1ccccc1NC(=O)Cc1nc(COC(=O)C(NC(=O)c2ccccc2C)C(C)C)cs1 (configuration not stated)
    9.2	-7.7
COc1ccc(/C(C)=N/N=C(N)N)c(OC)c1
    -1.7	-3.5
Cc1ccc(C(=O)C(C)OC(=O)Cn2c(C)csc2=O)cc1 (configuration not stated)
    -3.1	2.1
Cc1cc(/C=C2/C(=N)N3C(c4ccccc4)=CSC3=NC2=O)c(C)n1-c1ccc(Cl)cc1
    -0.7	-2.0
CCOc1ccc(Oc2ccc(Cl)cc2NC(=O)C2=COCCO2)cc1
    -2.0	5.3
COc1ccc(Cl)cc1C=CC=NNC(=O)c1ccncc1
    -6.8	-4.0
CCOC(=O)CCc1c(C)c2ccc(OCc3ccc([N+](=O)[O-])cc3)cc2oc1=O
    4.0	-7.5
CCOc1ccccc1N1CN(Cc2ccccc2)CNC1=S
    -14.0	7.6
CCN(C(=O)COC(=O)C1CCN(S(=O)(=O)c2cccs2)CC1)c1ccccc1
    -4.2	-6.9
COCCCNC(=S)Nc1cc(C)c(C)cc1C
    -5.8	-1.5
COc1ccc(NC(=O)C2(C)CCN2Cc2ccc(C(C)C)cc2)cc1OC (configuration not stated)
    -7.0	-3.4
Cc1[nH]c2ccccc2c1C(=O)C(=O)NCc1nnnn1-c1ccc(F)c(F)c1
    0.1	9.7

Further records:
Order of results – TAG inh	TAG inh DAPI viability
OCCC1CN(Cc2cccnc2)CCN1CCc1ccccc1 (configuration not stated)
    -4.8	9.0
CC(C)(CO)NC(=O)C12CC3CC(CC(Br)(C3)C1)C2
    -8.4	-1.3
Cc1ccc(OC(C)C(=O)OCC(=O)Nc2sccc2C(N)=O)cc1 (configuration not stated)
    4.8	-9.1
NC(=O)NOCc1ccc(Cl)cc1Cl
    3.9	1.7
CC(=O)OCC(=O)Nc1ccc([N+](=O)[O-])cc1Cl
    1.0	-1.3
CC(C)CSc1nc2ccccc2c(=O)[nH]1
    5.8	2.4
Cn1cnnc1SCC(=O)NC1CCCCCC1
    5.5	2.7
Cc1ccc2c(c1)C1CN(C)CCC1N2C(=O)COc1ccc(N(C)C(=O)C(C)(C)C)cc1 (configuration not stated)
    -15.7	12.3
CC(=O)c1ccc(OCC(=O)NC2CCCCCC2)cc1
    -4.8	-0.2
COc1ccccc1N1CCN(C(=O)c2n[nH]c3ccccc23)CC1
    12.2	2.0
Cc1cc[n+](-c2[nH]c(=O)sc2/C=N/NC(=O)c2ccccc2[O-])cc1C
    18.2	-18.7
CCOc1ccc2[nH]cc(S(=O)(=O)c3ccc(C)cc3)c(=O)c2c1
    3.7	5.9
Cc1cccc(C(=O)N2CCN(c3ccc(N4CCOCC4)nn3)CC2)c1
    2.7	-2.1
COc1ccc(C(CNC(=O)CNC(=O)c2ccccc2Cl)N2CCCC2)cc1 (configuration not stated)
    -1.9	16.4
Cn1c(=O)c2c(nc(N3CCN(C(=O)c4ccco4)CC3)n2CCSc2ncccn2)n(C)c1=O
    -13.1	18.1
O=C(COC(=O)C1CCN(c2ccc(C(F)(F)F)cn2)CC1)Nc1ccc(Cl)cc1
    -2.4	3.2
CSc1n[nH]c(-c2sccc2OCc2ccc(C)cc2)n1
    -169.8	11.2
O=C1CSC(=S)N1N=Cc1cccc2ccccc12
    6.6	-4.4
O=C(NNC(=O)c1cccs1)c1ccco1
    -1.0	12.9
COc1ccc(NC(=O)C2CCC(CNc3c(N4CCCCC4)c(=O)c3=O)CC2)cc1OC (configuration not stated)
    14.4&5.0	-4.6&2.5
Cc1ccc(-c2nn3c(C)nnc3c3ccccc23)cc1S(=O)(=O)NC(C)(C)CO
    27.5	3.8
O=c1c2sc3nc(N4CCOCC4)c4c(c3c2ncn1C(c1ccccc1)c1ccccc1)CCCC4
    46.2	1.6
Cc1ccc(OCCCn2c(=O)sc3ccccc32)cc1
    -8.3	-2.9
CCCCN(C(=O)c1cc(S(=O)(=O)N2CCCCCC2)ccc1OC)c1c(N)n(CCC)c(=O)[nH]c1=O
    1.3	-7.0
CSc1ncnc2c1ncn2CCCNCc1ccccc1
    4.5	5.5
COc1ccc(N=N/C(=C\O)C(=O)c2cccs2)cc1
    0.5	-2.2
CNc1cncc(-c2ccc(F)c(F)c2)n1
    -2.6	37.5
CC(CN1CCOCC1)OC(=O)C1COc2ccccc2O1 (configuration not stated)
    -2.9	-2.5
COc1ccc(N/N=C(\C#N)C(=N)N2CCCCC2)cc1
    0.8	-4.7
COc1ccc(NC(=O)CN2CCN(CC(=O)Nc3ccc(OC)c(OC)c3)CC2)cc1
    11.8	-0.8
Cc1cccc(C(=O)NCC(=O)OCC(=O)N2CCc3ccccc32)c1
    11.6	-12.4
CCOc1ccc(S(=O)(=O)N2CCN(C(=O)CN3C(=O)NC(C)(C)C3=O)CC2)cc1
    -20.0	-5.3
O=C(c1nc2nc(-c3ccc(Cl)cc3)cc(C(F)(F)F)n2n1)N1CCOCC1
    22.8	-7.9
CC(C)Oc1ccc(S(=O)(=O)N2CCCCC2)cc1NC(=O)C1CCC1
    6.2	-0.9
Nc1n[nH]c(C2CC2)c1N=Nc1ccc(Cl)cc1
    4.0	-13.5
COc1ccc(NC(=S)Nc2ccc(OCc3ccccc3)cc2)cc1OC
    -7.8	-0.4
COc1ccc(-c2ccc(C#N)c(SCC(=O)NCc3ccco3)n2)cc1OC
    -3.7	118.0
Cc1ccccc1N1C(=O)CC(N(O)c2ccccc2)C1=O (configuration not stated)
    13.7	-9.7
CC1CC2(C)C(=CC1=O)CCC1C2C(O)CC2(C)C1CCC2(O)C(=O)CO (configuration not stated)
    12.4	10.0
COc1cc(C(=O)NC(C)c2cc(C)ccc2C)ccc1OCC(=O)N1CCOCC1 (configuration not stated)
    -13.4	3.1

Compound profiles (already shown):
CC(C)Oc1ccc(S(=O)(=O)N2CCCCC2)cc1NC(=O)C1CCC1 is entered as TAG inh = 6.2; TAG inh DAPI viability = -0.9
Cc1ccccc1N1C(=O)CC(N(O)c2ccccc2)C1=O (configuration not stated) is entered as TAG inh = 13.7; TAG inh DAPI viability = -9.7
